CFTR F508del cor: F508del CFTR correction, initial screen, CFBE line, single point; CFBE cells, YFP halide quenching; stimulated with forskolin plus potentiator P3; % fluorescence drop versus neutral controls; activity (quench increase), % at 7.58 µM; 350,000 compounds, 0.36% hits;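 active = mean added fluorescence quench of at least 8% versus neutral control, with both replicates also reaching 8%; inconclusive = only one of the mean or replicate conditions met; inactive = mean below 8% and not both replicates reaching 8%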;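 note: cells transiently co-express mutant CFTR-F508del with the halide-sensitive YFP; corrector assay measuring rescue of mutant channel to the surface after 24 h compound exposure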
XiGFP reactiv: activators of inactive X chromosome reactivation, primary screen, imaging, XiGFP fibroblasts, GFP high-content imaging, set 2 | XiGFP mouse fibroblasts, % GFP-positive cells imaging, 3 d; cells co-treated with 5-aza-dC sensitizer; scaled so ellipticine positive control = 100% | 360,000 compounds, 0.055% hits | activation, % at 7.58 µM;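 active = mean normalized replicate activation at least 10% and every replicate at or above 10%; inconclusive = only one of the two criteria met; inactive = mean below 10% and not all replicates reach 10%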;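 note: 0% = median of on-plate neutral control wells and 100% = ellipticine 6 µM median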
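System: 68-5-11 XiGFP fibroblast line | Buffer or medium: DMEM containing 5-aza-dC | Compound: Single point | Times: Compounds 3 days, fix/stain 15 min at room temperature | Benchmarks: Positive control ellipticine, 6 µM final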
INS-1E GSIS act: GLuc luminescence reporter in INS-1E cells, primary screen for activators of glucose-dependent secretion of insulin; INS-1E GLuc reporter insulin secretion, 2-3 h; activation, % at 16.6 µM; 370,000 compounds, 0.61% hits; AID 743287, 2014;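 active = lowest replicate activation of at least 40%, so every replicate reaches that level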;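 note: 0% = median of neutral control wells and 100% = median of IBMX positive control wells; some compounds called inactive have numbers as strong as hits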
ARNT TACC3 PPI: disruptors of ARNT/TACC3 protein interaction, primary screen, biochemical, AlphaScreen, single concentration. AlphaScreen His-ARNT PAS-B/GST-TACC3 binding, luminescence; TACC3 fragment carries E629A point mutation. inhibition, % at 9.99 µM. 390,000 compounds, 0.66% hits. AID 623870, 2012;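 active = mean inhibition of replicates at least 50% and at least half of replicates each reaching 50%; inconclusive = half or more replicates reach 50% but mean below 50%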;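 note: 0% = complete ARNT plus TACC3 wells and 100% = ARNT alone without TACC3; many hits fall short of the cut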
ERp5 inh: inhibitors of ERp5-driven insulin aggregation, primary screen, biochemical, turbidity, absorbance 650 nm, single point | Protein disulfide-isomerase A6 (Homo sapiens), Q15084 | 350,000 compounds, 0.05% hits | inhibition, % at 9.99 µM | 90 min | AID 651711, 2012;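 active = mean replicate inhibition above about 25%, with every replicate also reaching it, limit read from the data, passing the limit was not always enough; inconclusive = only one of those two criteria met; inactive = neither criterion met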
Target sequence (Q15084 whole entry, looked up): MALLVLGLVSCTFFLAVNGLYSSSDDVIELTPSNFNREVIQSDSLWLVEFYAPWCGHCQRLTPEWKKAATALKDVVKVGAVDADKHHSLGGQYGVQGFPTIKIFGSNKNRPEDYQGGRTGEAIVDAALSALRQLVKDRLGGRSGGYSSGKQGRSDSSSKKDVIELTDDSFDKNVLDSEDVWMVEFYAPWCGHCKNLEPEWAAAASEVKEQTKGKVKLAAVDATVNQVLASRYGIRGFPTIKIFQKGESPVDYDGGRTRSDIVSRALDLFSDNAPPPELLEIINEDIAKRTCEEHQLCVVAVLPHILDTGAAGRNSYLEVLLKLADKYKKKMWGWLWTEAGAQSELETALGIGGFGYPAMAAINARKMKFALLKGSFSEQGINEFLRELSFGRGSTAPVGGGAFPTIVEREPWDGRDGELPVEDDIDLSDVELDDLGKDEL
DENV2 CPE: inhibitors of DENV2 cytopathic effect, primary screen, cell-based, plate reader, single concentration | DENV2-infected cells, cytopathic effect rescue | CPE inhibition, % at 9.99 µM | 350,000 compounds, 1.7% hits | AID 651640, 2012; in the data active = CPE inhibition above about 20%, passing the limit was not always enough; inconclusive = no clear call, values can overlap the other calls; tested in BHK-21 cells;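 note: 0% = median of neutral control wells and 100% = median of positive control wells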
EWS-Fli block: EWS/Fli-driven NR0B1 reporter inhibitors, primary screen, A673 cells, NR0B1 luciferase, luminescence, MLPCN library; viability-normalised; AID 651661, 2012; 350,000 compounds, 0.67% hits; inhibition, % at 12.6 µM;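 active = mean inhibition of at least 50% after viability correction, with every replicate also passing that limit; inconclusive = mean reaches 50% but only one of two replicates passes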;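 note: firefly luciferase signal divided by Alamar Blue viability fluorescence both relative to DMSO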
PAX8 inh HTS: inhibitors of PAX8-driven TPO luciferase reporter, primary screen, RMG-I cells, single concentration; 360,000 compounds, 1.2% hits; SteadyGlo, 24 h; AID 652154, 2013; inhibition, % at 12.6 µM;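 active = mean replicate inhibition at least 60% with every replicate also reaching 60%; inconclusive = only one of the two criteria is met; inactive = mean below 60% and not all replicates reaching 60%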;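 note: luciferase light reporting Pax8 driven TPO promoter activity; plate controls were median of neutral control wells for no effect and mitoxantrone controls for full effect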
Starred values were filed as active, the others as inactive; ? = inconclusive; / = no result given; & = joins results of further samples.

Compound,EWS-Fli block,PAX8 inh HTS,CFTR F508del cor,INS-1E GSIS act,ARNT TACC3 PPI,DENV2 CPE,XiGFP reactiv,ERp5 inh
O=C(C[C@H]1CC[C@H](NC(=O)c2ccccn2)[C@H](CO)O1)NCc1cc(F)cc(F)c1,0,1,3.0,-6,-7,-12,0.0,2
CO[C@@H]1CN(C)C(=O)c2cc(NC(=O)c3ccc(F)cc3)ccc2OC[C@@H](C)N(C(C)=O)C[C@@H]1C,-2,/,-1.3,-5,-2,12,-0.1,4
COc1cc(C(C(=O)NC2CCCC2)N(Cc2ccccc2)C(=O)c2snc(C(N)=O)c2N)ccc1O (configuration not stated),8,-3,0.5,-4,5,-4,0.4,2
O=C(COC(=O)c1cc([N+](=O)[O-])ccc1N1CCOCC1)Nc1ncc(Cl)cc1Cl,/,14,1.5,23,-3,-1,0.4,0
O=C(COC(=O)C1=COCCO1)Nc1cc(Cl)c(Cl)cc1Cl,1,1,-0.7,26,/,-1,0.4,-1
CC(C)NC(=O)Nc1ccc2c(c1)C(=O)N([C@@H](C)CO)C[C@H](C)[C@H](CN(C)S(=O)(=O)c1cccs1)OCCCC[C@H](C)O2,2,25,-1.9,-28,1,0,-0.1,4
Cc1ccc2cc(CCNC(=O)C(C)C)c(=O)[nH]c2c1C,-38,-13,-0.5,/,10,4,-0.1,2
O=C(/C=C/c1ccco1)Nc1ccc(S(=O)(=O)N2CCOCC2)cc1,4,-11,0.0,7,0,2,0.0,1
Cc1ccc(S(=O)(=O)/N=C(/Nc2ccc(O)c(C(=O)O)c2)c2ccccc2)cc1,6,1,-1.6,17,4,-2,0.0,-3
COc1ccccc1NC(=O)COC(=O)c1ccc2ccccc2n1,12,16,-4.9,6,/,2,0.4,-9
COc1ccc(NC2c3ccccc3C(=O)N2c2cccnc2)cc1Cl (configuration not stated),19,0,-0.2,/,2,-12,0.0,-4
Cc1ccc(C(=O)COC(=O)c2nc3nccc(C)n3n2)c(C)c1,3,12,1.2,3,/,10,0.6,-2
C[C@H]1CN([C@@H](C)CO)C(=O)c2c(c3ccccc3n2C)-c2ccccc2CO[C@@H]1CN(C)C,2,3,-0.1,9,9,-1,0.1,-4
CN(C)CCCNC(=O)c1cc(C(=O)c2ccccc2F)c[nH]1,5,8,-0.5,-4,-12,1,0.1,3
CCC(C(=O)N1CCCC1)n1nc(C)c2c(C)n(-c3ccccc3)nc2c1=O (configuration not stated),/,6,0.3,4,-1,13,0.1,/
CC(C)CC#Cc1ccc([C@H]2[C@@H](CO)N3C(=O)CN(C(=O)NC4CCCC4)C[C@H]23)cc1,6,/,-1.1,9,/,0,-0.1,-7
COc1ccc(C(=O)NNC(=O)c2ccccn2)cc1,62*,104*,-5.5,13,22,-6,0.0,-5
COc1ccc([C@H]2C[C@@H](n3cc(COC(=O)c4ccccc4)nn3)[C@H](O)CN2CC2CCCCC2)cc1,-2,-15,-1.6,5,/,-2,0.2,-2
Cc1cc(C)c2sc(N(CCCN(C)C)C(=O)c3ccc(S(=O)(=O)N4CCCc5ccccc54)cc3)nc2c1,32,18,-8.5,-40,22,-10,-0.1,14
C/C=C/c1ccc([C@H]2[C@@H](CO)N(C(=O)CN(C)C)C23CN(C(=O)C2CCOCC2)C3)cc1,-7,/,-1.6,3,/,10,0.2,6
C[C@@H]1CCCCO[C@@H](CN(C)C(=O)Nc2ccc(F)cc2)[C@H](C)CN([C@@H](C)CO)C(=O)c2cc(NS(=O)(=O)c3cn(C)cn3)ccc2O1,-7,-2,2.3,8,24,12,0.1,-4
C[C@H]1CN([C@@H](C)CO)C(=O)c2cccc(NC(=O)c3ccncc3)c2O[C@H]1CN(C)Cc1ccc(C(=O)Nc2ccccc2N)cc1,10,8,-3.0,6,/,44*,-0.1,3
C[C@H]1CN([C@@H](C)CO)S(=O)(=O)c2ccc(C#CCN(C)C)cc2O[C@@H]1CN(C)C(=O)C1CCCCC1,-20,-17,0.8,10,1,-1,0.0,-4
COc1ccc(-c2nnc(NC(=O)CS(=O)(=O)c3ccc(F)cc3)o2)cc1,-3,-16,-3.2,8,41,-2,-0.1,-1
CO[C@@H]1CN(C)C(=O)c2cc(NC(=O)C3CCOCC3)ccc2OC[C@H](C)N(Cc2nccs2)C[C@H]1C,-2,-9,2.2,-3,-2,0,-0.3,1
C[C@H]1CN([C@@H](C)CO)C(=O)c2cc(NS(=O)(=O)c3ccc(F)cc3)ccc2O[C@@H]1CN(C)Cc1ccncc1,-1,-19,0.3,13,-15,-12,-0.1,1
CC(Sc1nnnn1C)C(=O)Nc1ccccc1-c1ccccc1 (configuration not stated),/,/,/,5,-7,-6,/,5
O=C1C=CC(=C(c2ccc(O)cc2)c2ccc(O)cc2)C=C1,18,106*,-5.0,-40&-21,-2,-6,0.1,4&-1
COc1cccc(C2c3[nH]c4ccccc4c3C[C@H]3C(=O)N(CCCCCO)CC(=O)N23)c1 (some centres not stated),15,31,6.2,-2,9,8,-0.1,2
Cc1nnc(NC(=O)c2ccc(S(=O)(=O)N3CCc4ccccc4C3)cc2)o1,6,-7,-0.9,15,33,-3,0.2,2
CCC(c1nc2ccccc2[nH]1)N(C(=O)C1=NNC(=O)CC1)c1ccccc1 (configuration not stated),-5,4,4.4,-13,/,-2,-0.1,2
COC(=O)C(COC(=O)c1c(F)cccc1F)NC(=O)c1c(F)cccc1F (configuration not stated),10,48,2.7,2,-3,-9,0.0,-3
NC(CSC(c1ccccc1)(c1ccccc1)c1ccc(-c2ccccc2)cc1)C(=O)O (configuration not stated),-1,-9,-2.0,/,/,1,-0.2,6
C[C@H](CO)N1C[C@H](C)[C@@H](CN(C)CC2CCOCC2)Oc2ncc(Br)cc2C1=O,-2&-19&2,-3&-9&-7,0.0&-2.3&-2.4,18,-17&-5,16&1&10,0.3&-0.9,1&-2
Cc1cc(-c2c(C(=O)N3CCOCC3)c(C)nn2-c2ccccc2)no1,4,-21,-0.3,3,0,?,0.1,3
Cc1c2n(c3ccccc13)CCN(C)C2,1,-12,-0.5,/,1,-8,0.0,5
CC(C)C[C@H](N)c1nnc(SCc2ccc(Cl)cc2)o1,1,12,1.1,-27,2,2,0.9,2
CCN1[C@H](C(=O)NCc2ccccn2)[C@@H](CO)[C@@H]2Cn3c(ccc(C4=CCCCC4)c3=O)[C@@H]21,10,16,-2.9,4,23,10,0.0,3
Cc1cc(NC(=O)Cc2ccsc2)ccc1Br,-46,-40,-3.0,-42,-3,10,0.0,-9
CC1CCN(S(=O)(=O)N2CCC(C(=O)NCc3cccnc3)CC2)CC1,-8,-24,-0.1,-3,-3,-8,-0.1,-2
COc1ccc(CCNC(=O)CN(c2ccccc2OC)S(C)(=O)=O)cc1OC,8,/,2.7,4,-8,/,/,1
Cc1ccc(S(=O)(=O)NCC(=O)OC(C)C(=O)NC2CCCCC2C)cc1C (configuration not stated),3,-3,-0.9,-29,1,-3,-0.7,7
O=C(CSc1nnnn1-c1ccccc1)c1ccco1,-20,-41,/,-3,2,8,0.2,8
O=C(C[C@H]1C[C@H]2c3cc(NC(=O)c4cccnc4)ccc3O[C@H]2[C@H](CO)O1)NCC(F)(F)F,-9,-13,-2.7,15,-3,-2,0.2,1
Cc1ccccc1Cn1nc(C)c(NC(=O)/C=C/c2cnn(C)c2C)c1C,9,-14,/,11,-3,/,0.3,-3
COc1cccc(C(=O)Nc2ccc3c(c2)OC[C@H](C)N(C)C[C@@H](C)[C@@H](OC)CN(C)C3=O)c1,-7,-17,0.2,2,-7,6,0.4,-1
COc1cccc(N(C(=O)c2csnn2)C(C(=O)NC2CCCC2)c2ccccc2)c1 (configuration not stated),7,10,3.5,3,1,4,0.2,-2
CO[C@@H]1CC[C@@H]2CCOc3c(C#N)cccc3C(=O)N(C)C[C@H](C)C(=O)N(C)C[C@@H]1O2,3,17,-1.8,-2,-1,1,0.0,-3
CN(Cc1cccnc1)Cc1cn(C)nc1-c1ccc(Oc2ccccc2)cc1,8,29,2.0,-7,-3,5,0.0,-2
O=C(O)C1C2CCC(C2)C1C(=O)NCCC1=CCCCC1 (configuration not stated),/,-4,/,4,1,/,0.5,/
COCC(C)n1c(SCC(=O)NNC(=O)c2ccccc2)nc2ccccc2c1=O (configuration not stated),33,8,/,/,-1,10,0.1,8
CCS(=O)(=O)Nc1ccc2c(c1)C(=O)N(C)[C@H]1CC[C@H](CC(=O)N[C@H]3CCN(Cc4ccccc4)C3)O[C@H]1CO2,-3,3,/,5,/,/,0.0,/
CC(CO)NS(=O)(=O)c1cccc(Cl)c1F (configuration not stated),-8,-16,-2.9,-4,/,-2,0.2,-1
CC(Sc1nnc(NCc2ccccc2)s1)C(=O)Nc1ccc2c(c1)C(=O)c1ccccc1C2=O (configuration not stated),/,-139,/,-4,14,/,0.0,/
CC12CCC(C1)C(C)(C)C2OC(=O)c1ccccc1C(=O)O (configuration not stated),-7,10,0.4,4,-47,16,0.3,-5
C#CCOCCOCCOCCNc1nc(N2CCN(C(=O)[C@H](CCCCN)n3cc(CCCC)nn3)CC2)nc(N2CCN(C(=O)[C@H](CCCCN)n3cc(CCC(=O)O)nn3)CC2)n1,4,7,0.1,6,-6,-1,0.1,1
CCCn1nc(NC(=O)COC)c2cc3cccc(C)c3nc21,3,-1,-0.9,1,-31,1,0.0,1

Bioassay records deposited in PubChem by Broad Institute.
